From PubChem BioAssay
HIV RNase H inh – blocks HIV-1 RNase H cleavage of RNA/DNA duplex; RT-RNase H RNA/DNA duplex cleavage, fluorescence; inhibition, % at 10 µM; 65,000 tested, 1.9% active; AID 565; in the data active = inhibition above about 50%
RmlC RmlD mix – inhibitors of RmlC and RmlD coupled enzymes; RmlC/RmlD coupled enzyme inhibition, 384-well mixture HTS; inhibition, % at 5.5 µM; 110,000 tested, 0.39% active; AID 1532; in the data active = inhibition above about 30%, passing the limit was not always enough; inconclusive = no clear call, values can overlap the other calls; note: strong numbers were not always called active
* = called active by the depositor; ? = inconclusive; nt = no result given. An excerpt; count on the stated rates, not on these rows.

| Structure | HIV RNase H inh | RmlC RmlD mix |
| --- | --- | --- |
| Cc1onc(-c2ccccc2)c1C(=O)N[C@@H]1C(=O)N2[C@@H]1SC(C)(C)[C@@H]2C(=O)O | 0.5 | nt |
| CCOC(=O)c1cnn(-c2ccccc2)c1NC(=O)c1ccc(C)cc1 | nt | -10.8 |
| CC(Oc1ccc(Cl)cc1Cl)C(=O)Nc1ccncc1 (centres undefined) | -19.5 | 1.6 |
| CCC(=O)NC(=S)Nc1cccc(C(C)=O)c1 | nt | -11.0 |
| COc1cccc(-c2csc(N3CCN(C(=O)NC45CC6CC(CC(C6)C4)C5)CC3)n2)c1 | nt | 4.4 |
| Cc1ccc(S(=O)(=O)c2ccc(Oc3cccc(C)c3)cc2)cc1 | nt | -8.8 |
| CCOC(=O)C1=C(O)/C(=C/c2cn(CC(=O)N3CCCC3)c3ccccc23)SC1=Nc1ccccc1 | nt | -7.8 |
| C=CCn1c(SCC(=O)c2ccc(O)c(O)c2)nnc1-c1ccccc1OC | 84.6* | 3.4 |
| COc1cccc(CNc2ccc(S(=O)(=O)Nc3nccs3)cc2)c1O | 13.9 | -18.7 |
| COCCCN(C(=O)Nc1ccc(C)c(C)c1)C(C)c1ccccn1 (centres undefined) | -6.0 | -11.9 |
| Cc1cnc(C(=O)Nc2cccc3ncccc23)cn1 | -6.2 | -9.3 |
| CCOC(=O)c1ccc(Oc2nc(OC)nc(N(C)C)n2)cc1 | -11.9 | 6.1 |
| Cc1ccccc1CS(=O)(=O)CC1(O)CCN(C(=O)c2cccc(C(F)(F)F)c2)CC1 | nt | -8.7 |
| Oc1ccccc1Cn1c(-c2ccccc2O)nc2ccccc21 | -32.6 | -9.4 |
| c1ccc(Oc2cccc(CN3CCOCC3)c2)cc1 | -8.3 | -9.5 |
| COC(=O)c1ccccc1NC(=O)NCc1cccnc1 | -39.0 | -19.1 |
| C=CC1=C2C=C(C3CC3)N(C3CC3)C=C2C(=O)C(C)(OC(=O)c2ccco2)C1=O (centres undefined) | nt | -5.4 |
| COCCNC(=O)CN(c1ccc(C)cc1)S(=O)(=O)c1ccccc1 | -5.2 | 8.4 |
| O=C(Nc1nnc(C2CCCC2)s1)C1CCC1 | 2.6 | 5.6 |
| Cc1c2cc(O)c(=O)cc-2oc2cc(O)c(O)cc12 | nt | 29.0 |

Of the compounds above, these contain four or more nitrogen atoms:
| Structure | HIV RNase H inh | RmlC RmlD mix |
| --- | --- | --- |
| COc1cccc(-c2csc(N3CCN(C(=O)NC45CC6CC(CC(C6)C4)C5)CC3)n2)c1 | nt | 4.4 |
| Cc1cnc(C(=O)Nc2cccc3ncccc23)cn1 | -6.2 | -9.3 |
| CCOC(=O)c1ccc(Oc2nc(OC)nc(N(C)C)n2)cc1 | -11.9 | 6.1 |

Reprinted at random: two compounds from above, in no set order.
| Structure | HIV RNase H inh | RmlC RmlD mix |
| --- | --- | --- |
| CCC(=O)NC(=S)Nc1cccc(C(C)=O)c1 | nt | -11.0 |
| Cc1c2cc(O)c(=O)cc-2oc2cc(O)c(O)cc12 | nt | 29.0 |

(listing goes on)
| Structure | HIV RNase H inh | RmlC RmlD mix |
| --- | --- | --- |
| O=c1c2[nH]c3ccccc3c2ncn1Cc1ccncc1 | -22.2 | 8.8 |
| CNC(=O)CCSc1ccc(C)cc1 | nt | -6.9 |
| N=C1SCC(=O)N1c1nc(-c2ccccc2)cs1 | nt | 7.5 |
| Nc1nonc1C(=O)NCCN=Cc1cc(Cc2ccccc2)cc(Br)c1O | 7.0 | nt |
| C#Cc1ccc([C@H]2C=C(C(=O)O)O[C@@H](OCCCCO)C2)cc1 | nt | -8.1 |
| O=C(CN1CCN(c2ncc(C(F)(F)F)cc2Cl)CC1)NC(=O)NCc1ccccc1 | -8.4 | -10.8 |
| Cc1[nH]nc(-c2ccc(OCc3cnn(-c4ccccc4)c3)cc2O)c1Oc1ccccc1F | nt | -1.1 |
| C/C(=C\C1CCCCC1)C(NC(=O)c1ccc(C(F)(F)F)cc1)c1ccc(-c2ccccc2)cc1 (centres undefined) | nt | 4.0 |
| CCOc1ccc(N(CCC#N)S(=O)(=O)c2ccc(OC)cc2)cc1 | 6.5 | 7.0 |
| O=C(c1cccnc1)N1CCCc2ccccc21 | -19.4 | -3.1 |
| CC(=O)c1cccc(N(C(=O)c2cnccn2)C(C(=O)NCc2ccccc2)c2ccco2)c1 (centres undefined) | nt | -11.4 |
| CCc1c(O)nc(SCC(=O)Nc2ccc3c(c2)CCC3)[nH]c1=O | 4.9 | -9.2 |
| O=C(OCc1ccc(Cl)cc1)c1cnccn1 | nt | -5.4 |
| COc1ccc(C(=O)Nc2nc3cc(OC)c(OC)cc3c(=O)[nH]2)cc1 | -7.5 | 7.8 |
| CCCCN(N=Nc1nonc1OC)c1nonc1OC | nt | 3.5 |
| CCOc1ccccc1N(C(=O)CNS(=O)(=O)c1ccccc1)C(CC)C(=O)NCc1ccco1 (centres undefined) | nt | 6.2 |
| Cn1c(=O)c2c(nc(NCC(O)CO)n2CCc2ccccc2)n(C)c1=O (centres undefined) | 2.3 | -5.8 |
| COc1ccc(CCNC(=O)C2(C)CCC(=O)N2CCC(C)C)cc1OC (centres undefined) | -6.0 | 6.9 |
| CC(C(=O)Nc1ccccc1-c1ccccc1)N1CCOCC1 (centres undefined) | -9.6 | 6.4 |
| CC(=O)c1cn(CC(=O)NCC2CCCO2)c2ccccc12 (centres undefined) | -5.0 | 0.9 |

Remaining list, next part.
| Structure | HIV RNase H inh | RmlC RmlD mix |
| --- | --- | --- |
| COc1cccc(Cn2cnc3c(NS(=O)(=O)c4cccc(Cl)c4Cl)c(C)c(C)cc32)c1 | nt | -12.3 |
| CCC(=O)NCCc1nc2ccccc2n1CC | nt | -8.7 |
| O=C(CN1CCN(Cc2ccccc2)C1=O)NCc1cccs1 | nt | 39.8 |
| CCN1CCN(Cc2nnnn2C(C)(C)C)CC1 | -4.3 | -5.0 |
| C=CCSc1nc(-c2ccccc2)c2cc(Cl)ccc2n1 | nt | -53.0 |
| O=c1c2ccccc2[nH]c(=S)n1C1CCCCC1 | -14.1 | 9.6 |
| CCOC(=O)N1CCN(C(=O)CCc2ccc(S(=O)(=O)NCCc3ccccc3)cc2)CC1 | 2.0 | -8.8 |
| CCN1CCN(Cc2ccc(NC(=O)c3cc(NC(=O)c4nccnc4N)cc(OC)c3)cc2C(F)(F)F)CC1 | nt | 5.1 |
| Brc1ccc2[nH]ncc2c1 | -22.0 | 6.6 |
| CCOc1ccc(C(CCc2ccccc2)NC(=O)c2ccccc2OC)cc1OCC (centres undefined) | nt | -7.2 |
| C/C(CCc1ccc2c(c1)OCO2)=N\N=C(/N)SC1CC(=O)N(c2ccc(Cl)cc2)C1=O (centres undefined) | nt | -1.4 |
| CCc1ccc(CN(C)CCc2ccccn2)cc1 | -1.4 | -10.5 |
| CCn1c(=NC(=O)c2ccc(S(=O)(=O)N3CCOCC3)cc2)sc2cccc(OC)c21 | -2.5 | -25.6 |
| O=C1N=C(c2ccccc2)S/C1=C\c1cccs1 | nt | -5.4 |
| N#Cc1cccc(-n2nnnc2-c2ccc3c(c2)OCO3)c1 | -1.0 | -0.9 |
| CCCOc1ccc(N2C(=O)CC(NCc3ccncc3)C2=O)cc1 (centres undefined) | -3.0 | -3.7 |
| CCOC(=O)Cn1c(=O)oc2cc(S(=O)(=O)NCc3cccs3)ccc21 | -4.8 | -14.5 |
| CCNc1nc(CN2CCOCC2)nc2sc3c(c12)CCC3 | nt | -12.7 |
| CCOC(=O)c1c(-c2ccc(C)o2)csc1NC(=S)NC(=O)N(C)C | nt | 5.4 |
| COC(=O)/C=C1\S/C(=N/NC(=O)c2ccccc2)NC1=O | nt | 14.2 |

Full records from above. Values in the order: HIV RNase H inh	RmlC RmlD mix
C=CCSc1nc(-c2ccccc2)c2cc(Cl)ccc2n1 is listed with nt	-53.0
CCN1CCN(Cc2ccc(NC(=O)c3cc(NC(=O)c4nccnc4N)cc(OC)c3)cc2C(F)(F)F)CC1 is listed with nt	5.1

Further compounds:
Order of values – HIV RNase H inh, RmlC RmlD mix
> COc1ccc(C(CNC(=O)c2ccccc2C)N2CCCC2)cc1 (centres undefined)
→ nt, -15.5
> CCC(CC)c1nc2cc(OC)c(OC)cc2c(=O)o1
→ -8.1, 7.8
> CC(NC(=O)Cn1nnc(-c2ccncc2)n1)c1ccccc1 (centres undefined)
→ nt, 7.3
> C=CCn1c(CNC(=O)c2ccco2)nnc1SCC(=O)N1c2ccccc2Sc2ccccc21
→ nt, -9.2
> CC(C)(C)c1n[nH]c(=S)n(N)c1=O
→ -9.1, 8.1
> O=C(NCc1ccccc1)c1cccc(OCC(=O)N2CCN(C(=O)c3ccco3)CC2)c1
→ -2.9, -1.0
> CC(CCc1ccccc1)NC(=O)c1cccs1 (centres undefined)
→ nt, -12.3
> COc1ccc2c(CC(=O)N3CCN(S(=O)(=O)c4cccs4)CC3)coc2c1
→ -70.0, 6.8
> COc1ccc(NC(=O)CSc2nccn2-c2ccccc2)cc1
→ -50.2, 7.9
> COc1ccc(C2/C=C\CN(C(=O)Nc3ccc(C(F)(F)F)cc3)CC(=O)N2Cc2ccc(F)cc2)cc1 (centres undefined)
→ nt, 7.2
> COc1cc(OC)cc(C(=O)N2CCN(C(=O)c3cccc(F)c3)CC2)c1
→ -10.1, 7.1
> O=C(Nc1ccc(N2CCCCC2)c(Cl)c1)c1ncn[nH]1
→ 2.2, 5.5
> O=C(C1CC1)N(Cc1ccco1)c1nc(-c2ccccc2)cs1
→ -21.4, 4.3
> CN=C1SC(CC(=O)Nc2cccc(Cl)c2Cl)C(=O)N1C (centres undefined)
→ -2.9, 5.7
> Cc1ccn2c(C(=O)CSc3ccc(Cl)cc3Cl)c(C)nc2c1
→ nt, -6.0

Next entries.
Order of values – HIV RNase H inh, RmlC RmlD mix
> CCCCOC(=O)NCN1C(=O)C2C3C=CC(C3)C2C1=O (centres undefined)
→ -4.5, -14.0
> CC(=O)O[C@@H]1/C=C/[C@](C)(O)C[C@@H](C)C/C=C/[C@H]2[C@@H]3O[C@]3(C)[C@@H](C)[C@H]3[C@H](Cc4ccccc4)NC(=O)[C@@]312
→ nt, -6.7
> NS(=O)(=O)c1ccc(NC(=O)COC(=O)CCNC(=O)NC23CC4CC(CC(C4)C2)C3)cc1
→ 4.7, -14.1
> Cc1cccc(C)c1NC(=O)C1(NC(=O)c2cnccn2)CCCCC1
→ -4.3, 5.8
> COc1cc(OC)cc(C(=O)N2CCN(C(=O)COc3ccc4ccccc4c3)CC2)c1
→ -5.5, -13.2
> N#Cc1ccc(C23CC4(C2)[C@H](CN(Cc2ccc(C(F)(F)F)cc2)[C@@H]4c2ccccc2)C3c2ccc(C(F)(F)F)cc2)cc1 (some centres undefined)
→ nt, -10.6
> Cc1ccc(SCC(=O)Nc2ncc(C)s2)cc1
→ nt, 3.9
> CC1CN(Cc2nc3c(c(=O)n(C)c(=O)n3C)n2CCCO)CC(C)O1 (centres undefined)
→ 1.5, -6.3
> O=C(Cc1cccs1)N(c1ccccc1)C1C=CS(=O)(=O)C1 (centres undefined)
→ 2.3, -11.3
> CCOC(=O)c1[nH]c2cc3c(cc2c1NC(=O)CN1CCc2ccccc2C1)OCO3
→ 5.9, nt
> COCCOc1cc(-n2ccnc2SC)c(Cl)cc1Cl
→ nt, -5.5
> Cc1ccc(-c2cc(C(=O)N3CCCc4ccccc43)c3ccccc3n2)cc1
→ nt, ?
> CC(NC(=O)CC1Nc2ccccc2NC1=O)c1ccccc1 (centres undefined)
→ -20.2, 5.2
> CN1CCN(CC(=O)N2c3ccccc3C(C)(c3ccc(Cl)cc3)CC2(C)C)CC1 (centres undefined)
→ nt, 2.4
> COCCn1c(CN2CCN(c3ccccc3F)CC2)nc2c1c(=O)n(C)c(=O)n2C
→ -9.4, nt

New compounds follow.
Order of values – HIV RNase H inh, RmlC RmlD mix
> COc1ccc(C(=O)NC(=S)NCc2ccc(-c3nc4ccccc4o3)cc2)cc1OC
→ nt, 10.5
> CC(C)(C)Cc1nnc(NS(C)(=O)=O)s1
→ nt, 33.6
> CCc1c(C)sc(NC(=O)OC)c1C(N)=O
→ nt, -11.0
> CCN1C(=O)CC(Sc2ccccc2N)C1=O (centres undefined)
→ 27.4, -15.2
> COc1ccccc1CNS(=O)(=O)c1ccc(C)cc1
→ nt, -5.1
> Cc1nc2sc(C(c3cccs3)N3CCC(C(N)=O)CC3)c(O)n2n1 (centres undefined)
→ -1.5, -15.3
> O=c1[nH]c(=O)n(Cc2ccco2)c2c1C(C(F)(F)F)(C(F)(F)F)N=C(CCC1CCCCC1)N2
→ nt, 8.0
> O=C(CNC(=O)c1ccco1)OCc1ccc(Cl)cc1
→ -14.4, 9.9
> Cc1nc([N+](=O)[O-])nn1C12CC3CC(CC(Br)(C3)C1)C2
→ nt, -8.6
> COc1ccc(-c2nn(C)c(=O)c3ccccc23)cc1NC(=O)COc1ccc(C)cc1
→ nt, 12.7
> C/C(N)=C(/C#N)C(=O)CSc1nnc(COc2cc(C)ccc2C)o1
→ nt, 3.0
> CC(=O)Nc1ccccc1C(=O)N1CC2(C)CC1CC(C)(C)C2 (centres undefined)
→ 0.7, -28.4
> CCOC(=O)Cn1c(=O)oc2cc(S(=O)(=O)NCCc3ccc(OCC)c(OCC)c3)ccc21
→ 1.3, 8.4
> COc1ccc(C(=O)Nc2ccc(S(=O)(=O)Nc3onc(C)c3C)cc2)cc1
→ -2.0, 0.5
> CC(C(=O)N1c2ccc(F)cc2CCC1C)N1C(=O)c2ccccc2C1=O (centres undefined)
→ -5.9, 6.3

(more compounds)
Order of values – HIV RNase H inh, RmlC RmlD mix
> COc1ccc(N2CCN(C(=O)CN=C3NS(=O)(=O)C(c4ccc(C)cc4)=C3C)CC2)cc1
→ -2.4, 0.7
> Cc1ccc(CCN2CC(C(=O)NCc3cccnc3)CC2=O)cc1 (centres undefined)
→ -3.5, 4.2
> O=C1OC(c2ccccc2)=C/C1=C/N1CCOCC1
→ nt, -16.1
> C/C(=N\NC(=O)C1CC1c1ccccc1)c1cccc([N+](=O)[O-])c1 (centres undefined)
→ nt, -9.0
> O=C(O)CNCC1COc2ccccc2O1 (centres undefined)
→ -3.2, -0.3
> O=C(CCNS(=O)(=O)c1cccs1)N1CCCCCC1
→ -20.4, -111.4
